Source: PubChem (several laboratories)
PHOSPHO1 inh = PubChem AID 1565 | recombinant PHOSPHO1, absorbance phosphatase assay | inhibition, % at 13.3 µM | 1.1% of 290,000 active; in the data active = inhibition above about 60%
Target sequence (Q8TCT1 whole entry, looked up): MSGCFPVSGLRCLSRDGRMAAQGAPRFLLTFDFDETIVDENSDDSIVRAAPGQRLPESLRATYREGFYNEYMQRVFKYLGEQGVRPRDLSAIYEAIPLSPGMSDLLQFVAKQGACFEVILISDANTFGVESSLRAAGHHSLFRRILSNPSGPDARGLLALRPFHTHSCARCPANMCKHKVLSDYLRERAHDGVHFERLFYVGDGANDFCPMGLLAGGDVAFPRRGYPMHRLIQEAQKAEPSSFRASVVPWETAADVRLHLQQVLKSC
NALP1 yeast inh = NALP1 inflammasome inhibitors in reconstituted yeast, colorimetric, S. cerevisiae, triplicate retest; 0.61% of 280,000 active; AID 2071, 2009; inhibition, % at 10 µM; S. cerevisiae NALP1/ASC/caspase-1 growth, X-gal OD620, 72 h; in the data active = inhibition mostly above about 24%, no sharp cut-off; inactive = mostly below about 32%; also: some compounds called inactive have numbers as strong as hits
MEKK2wt PB1 HTS = modulators of MEK5 binding to wildtype MEKK2, primary screen, biochemical, multiplex bead flow cytometry, Alexa488-MEK5 | AID 1531, 2009 | Alexa488-MEK5 binding to MEKK2 WT; actives lie on both sides | 1.1% of 290,000 active | Mitogen-activated protein kinase kinase kinase 2 (Homo sapiens), Q9Y2U5 | binding response (% of control), % at 10 µM; in the data active = binding response below about 67% or above about 130%
V1R ag counter = agonists of human V1a receptor, primary screen, counter-screen for OXTR agonist project, fluorescence, CHO-V1R cells; Vasopressin V1a receptor (Homo sapiens), P37288; Fluo-8 calcium fluorescence, agonist mode; 0% DMSO, 100% 3 nM vasopressin; activation, % at 3 µM; 0.25% of 320,000 active;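 active = activation above the mean activation of all tested compounds plus 3 SD, per screening run, cut at about 20% in these data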;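 also: signal is peak over basal fluorescence ratio across a 100 second FLIPR read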
MEKK2mut PB1 HTS = MEK5 binding signal on mutant MEKK2 PB1, primary screen, biochemical, multiplex bead flow cytometry, Alexa488-MEK5; Alexa488-MEK5 binding to MEKK2 mutant; percent response, % at 10 µM; 0.35% of 290,000 active; in the data active = percent response above about 24%, passing the limit was not always enough; also: inactives centre near 1; some results filed as inactive read as strong as hits; reference of the scale not given here
GalR3 antag = GalR3 antagonists in HEK293 cells, primary screen, cell-based, fluorescence readout; Galanin receptor type 3 (Homo sapiens), O60755; HEK293 GalR3-CNG cAMP membrane potential fluorescence; galR3 body fused to GalR1 C-terminus; inhibition, % at 3 µM; 0.44% of 360,000 active; AID 651719, 2012;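 active = inhibition above the screen-wide average plus 3 SD, cut at about 13% in these data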;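 also: forskolin and galanin both at EC90 stimulate the cells; cAMP rise reported by CNG channel membrane potential dye signal; 0% = forskolin plus galanin with DMSO and 100% = forskolin alone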
GPR7 antagonist = GPR7 receptor antagonists, primary screen, cell-based, fluorescence, single concentration; Neuropeptides B/W receptor type 1 (Homo sapiens), P48145; AID 1861, 2009; 1.1% of 290,000 active; GPR7-expressing cells, fluorescence antagonist assay; inhibition, % at 4.4 µM; in the data active = inhibition above about 16%, passing the limit was not always enough;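 also: cells stimulated with the agonist NPW; 0% = agonist with vehicle and 100% = vehicle without agonist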
Target sequence (P48145 whole entry, looked up): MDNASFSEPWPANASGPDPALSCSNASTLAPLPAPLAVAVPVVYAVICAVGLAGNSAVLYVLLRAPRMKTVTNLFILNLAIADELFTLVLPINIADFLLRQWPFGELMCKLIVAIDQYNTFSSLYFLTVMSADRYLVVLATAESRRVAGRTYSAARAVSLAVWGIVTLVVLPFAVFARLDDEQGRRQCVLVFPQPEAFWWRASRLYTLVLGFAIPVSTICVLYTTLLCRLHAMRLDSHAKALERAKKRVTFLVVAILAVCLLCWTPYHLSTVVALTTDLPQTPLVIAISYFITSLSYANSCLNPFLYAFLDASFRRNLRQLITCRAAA
OXTR ag = human OXTR agonists, primary screen, fluorescence, CHO-OTR cells, Fluo-8 calcium; 0.32% of 320,000 active; activation, % at 3 µM; AID 2435, 2010; Fluo-8 calcium fluorescence; normalized: DMSO 0%, oxytocin 100%; Oxytocin receptor (Homo sapiens), P30559;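 active = activation above the mean of all tested compounds plus 3 SD, cutoff set per screening run, cut at about 20% in these data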;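 also: peak over basal fluorescence ratio from a 100 s FLIPR kinetic read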
Target sequence (P30559 whole entry, looked up): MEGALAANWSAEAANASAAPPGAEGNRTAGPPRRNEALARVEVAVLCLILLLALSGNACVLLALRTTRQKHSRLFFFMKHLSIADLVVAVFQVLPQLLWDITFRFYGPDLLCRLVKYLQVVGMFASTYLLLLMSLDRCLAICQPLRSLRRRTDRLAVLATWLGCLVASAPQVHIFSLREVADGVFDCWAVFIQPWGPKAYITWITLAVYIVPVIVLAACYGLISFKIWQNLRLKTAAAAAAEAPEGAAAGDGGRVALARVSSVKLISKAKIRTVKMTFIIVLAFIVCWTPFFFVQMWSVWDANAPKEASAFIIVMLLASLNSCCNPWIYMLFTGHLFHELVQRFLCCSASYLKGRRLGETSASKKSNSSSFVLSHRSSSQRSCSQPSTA
MEKK3 PB1 HTS = modulators of MEKK3-MEK5 PB1 binding, primary screen, biochemical, wildtype MEKK3, multiplex bead flow cytometry, Alexa488-MEK5; binding response (% of control), % at 10 µM; bead-based flow cytometry, Alexa488-MEK5 binding to MEKK3; actives lie on both sides; 0 = blocked by unlabeled MEK5, 100 = vehicle; Mitogen-activated protein kinase kinase kinase 3 (Homo sapiens), Q99759; 1.4% of 290,000 active;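 active = binding response more than 3 SD above or below the average of its plate-row segment, actives on both sides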;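 also: Alexa488 bead fluorescence after subtracting the streptavidin-only scavenger bead signal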
Starred values were filed as active, the others as inactive; · = not tested or not shown; [ ] = dose if it differs, or a comment.

Preview:
SMILES | PHOSPHO1 inh | NALP1 yeast inh | MEKK2wt PB1 HTS | V1R ag counter | MEKK2mut PB1 HTS | GalR3 antag | GPR7 antagonist | OXTR ag | MEKK3 PB1 HTS
CN1C(=O)/C(=C/c2cn(CC(=O)N3CCCCC3)c3ccccc23)c2ccccc21 | 14 | 1 | 97 | -0.6 | 4 | · | 5 | -0.5 | 100
O=C(Cc1ccccc1)N/N=C/c1cc(Br)c(Br)o1 | -3 | 15 | 100 | 0.8 | 5 | -1 | 6 | -0.2 | 101
CSc1ccccc1C(=O)NCC(c1ccco1)N1CCCCC1 (configuration not stated) | 53 | 2 | 98 | -0.3 | -4 | -1 | -5 | -0.5 | 102
Cc1ccc(C(=O)O)cc1S(=O)(=O)N1CCC(C(=O)O)CC1 | 39 | -25 | 102 | 0.0 | 4 | -6 | 4 | 1.0 | 98
CCCNC(=O)c1onc(CSc2nc3ccccc3[nH]2)c1C(=O)NCCC | 5 | 28 | 101 | -0.9 | -4 | -5 | -11 | -0.9 | 105
CCOC(=O)c1ccc2c(c1)nc(-c1ccccn1)n2CC | 6 | 13 | 93 | 0.7 | -4 | -8 | -5 | 0.3 | 99
COc1ccc(N2CCN(C(=O)c3cc(-c4cccs4)nc4ccccc34)CC2)cc1 | 20 | -4 | 100 | -0.5 | 1 | -1 | -11 | -1.7 | 110
Cc1ccnc(NC(=O)CN(C)S(=O)(=O)c2cccc3nsnc23)c1 | 48 | -2 | 96 | 1.6 | 3 | 2 | 3 | 0.0 | 100
Cc1ccc(S(=O)(=O)N2CCC(n3nnc4cc(C)ccc43)CC2)cc1 | -6 | 0 | 107 | 5.4 | -4 | -7 | 2 | -0.5 | 108
CC(C)N(Cc1nc(-c2ccccc2)no1)C(=O)COc1ccccc1 | 12 | 3 | 108 | 0.5 | 4 | · | -7 | -1.9 | 107
CCCC(=O)Nc1nnc(Cc2ccccc2)s1 | 40 | -1 | 97 | -0.8 | 2 | -2 | 2 | 0.0 | 96

The listing, previewed entries included:
SMILES | PHOSPHO1 inh | NALP1 yeast inh | MEKK2wt PB1 HTS | V1R ag counter | MEKK2mut PB1 HTS | GalR3 antag | GPR7 antagonist | OXTR ag | MEKK3 PB1 HTS
CN1C(=O)/C(=C/c2cn(CC(=O)N3CCCCC3)c3ccccc23)c2ccccc21 | 14 | 1 | 97 | -0.6 | 4 | · | 5 | -0.5 | 100
O=C(Cc1ccccc1)N/N=C/c1cc(Br)c(Br)o1 | -3 | 15 | 100 | 0.8 | 5 | -1 | 6 | -0.2 | 101
CSc1ccccc1C(=O)NCC(c1ccco1)N1CCCCC1 (configuration not stated) | 53 | 2 | 98 | -0.3 | -4 | -1 | -5 | -0.5 | 102
Cc1ccc(C(=O)O)cc1S(=O)(=O)N1CCC(C(=O)O)CC1 | 39 | -25 | 102 | 0.0 | 4 | -6 | 4 | 1.0 | 98
CCCNC(=O)c1onc(CSc2nc3ccccc3[nH]2)c1C(=O)NCCC | 5 | 28 | 101 | -0.9 | -4 | -5 | -11 | -0.9 | 105
CCOC(=O)c1ccc2c(c1)nc(-c1ccccn1)n2CC | 6 | 13 | 93 | 0.7 | -4 | -8 | -5 | 0.3 | 99
COc1ccc(N2CCN(C(=O)c3cc(-c4cccs4)nc4ccccc34)CC2)cc1 | 20 | -4 | 100 | -0.5 | 1 | -1 | -11 | -1.7 | 110
Cc1ccnc(NC(=O)CN(C)S(=O)(=O)c2cccc3nsnc23)c1 | 48 | -2 | 96 | 1.6 | 3 | 2 | 3 | 0.0 | 100
Cc1ccc(S(=O)(=O)N2CCC(n3nnc4cc(C)ccc43)CC2)cc1 | -6 | 0 | 107 | 5.4 | -4 | -7 | 2 | -0.5 | 108
CC(C)N(Cc1nc(-c2ccccc2)no1)C(=O)COc1ccccc1 | 12 | 3 | 108 | 0.5 | 4 | · | -7 | -1.9 | 107
CCCC(=O)Nc1nnc(Cc2ccccc2)s1 | 40 | -1 | 97 | -0.8 | 2 | -2 | 2 | 0.0 | 96
Cc1ccc(C)c(N2CCN(C(=O)CCCn3c(=O)c4cccn4c4cccnc43)CC2)c1 | 29 | 28 | 95 | -0.6 | -1 | 4 | -28 | 0.6 | 97
COc1ccc(CCNC(=O)CNC(=O)Cn2ccc3ccccc3c2=O)cc1OC | 37 | · | 99 | 0.2 | -2 | -4 | -13 | 0.1 | 95
CC(C)(C)OC(=O)N1CCC[C@H]1C(=O)N/N=C/c1ccc2ncccc2c1 | 16 | 3 | 99 | -0.9 | 5 | -1 | 0 | 0.8 | 102
O=C(NCCCN1CCOCC1)c1ccc(-n2nc(C(F)(F)F)cc2-c2cccs2)cc1 | -1 | -3 | 114 | 2.1 | 8 | -6 | 9 | 7.3 | 95
Nc1c(C(=O)c2cccs2)sc2nsc(SCCN3CCCCC3)c12 | 4 | 2 | 79 | 35* | -7 | 4 | 3 | 50* | 93
CSc1nc(N2CCOCC2)c2ccccc2n1 | 7 | 0 | 105 | -0.4 | 4 | -5 | -13 | -0.4 | 105
O=C(COc1ccc2ccccc2c1Br)Nc1ccncc1 | 32 | 11 | 106 | 12 | 5 | 61* | 14 | 9.2 | 105
Cc1cccn2cc(CNC(=O)c3ccco3)nc12 | 19 | -10 | 105 | -1.4 | 9 | 6 | -6 | -0.2 | 104
Cc1ccccc1C(=O)Oc1ccccc1N1C(=O)C2CC=CCC2C1=O (configuration not stated) | 13 | 11 | 95 | -0.4 | -2 | 1 | -20 | -0.7 | 96
COc1ccc(CCNC(=O)C2CC3Cn4c(nc5ccccc54)C3N2C)cc1 (configuration not stated) | 40 | · | 99 | -0.8 | -11 | -4 | · | 0.1 | 104
COc1cc(-c2cc(=O)c3ccccc3o2)ccc1O | 24 | 5 | 97 | 0.0 | -3 | 7 | -6 | -0.6 | 108
NC(=NCCc1ccccc1)NS(=O)(=O)c1ccc(F)cc1 | -2 | 16 | 97 | 3.0 | -1 | -2 | -3 | 0.3 | 94
Cn1c(=O)cc(N2CCN(C(=O)c3ccco3)CC2)[nH]c1=O | 0 | 7 | 84 | 0.7 | 5 | · | 11 | 0.2 | 90
Cc1ccc(-n2ncc3c(=O)[nH]c(SCC(=O)N4CCN(c5ccccc5)CC4)nc32)cc1 | -14 | -85 | 99 | -0.1 | 2 | -5 | -9 | 0.1 | 98
COc1ccc(NC(=O)C2CC2)cc1NS(=O)(=O)c1ccc(F)cc1 | -7 | 8 | 97 | 0.3 | 0 | -5 | -2 | 1.7 | 97
CN1C(N)=NC(=O)/C1=C/c1ccccc1F | 57 | -9 | 99 | 1.9 | -6 | -1 | -6 | 0.8 | 103
CC(Nc1ccc(Cl)c(Cl)c1)C(=O)NN (configuration not stated) | 24 | 13 | 100 | -0.2 | -1 | 2 | -6 | -1.2 | 100
O=C(NCc1cccnc1)C(=O)Nc1nc2ccccc2s1 | -5 | 21 | 102 | 1.2 | -50 | -2 | 12 | -0.3 | 74
CCCCc1c(C)c(C#N)c2nc3ccccc3n2c1NCCN(C)C | 18 | 34* | 104 | · | 0 | -9 | -7 | · | 101
COc1ccc(N(CC(=O)N2CCCCCC2)S(=O)(=O)c2c(C)[nH]c(=O)[nH]c2=O)cc1 | -4 | -4 | 104 | 1.3 | 7 | 2 | 3 | -0.6 | 106
COc1cc2nc(C3CCC3)n(NC(=O)C(OC(C)=O)c3ccccc3)c(=O)c2cc1OC (configuration not stated) | 7 | 3 | 98 | 0.8 | -5 | -5 | 0 | 1.2 | 98
CC(C)(C)NC(=O)COc1ccc(CNc2ccc3[nH]c(=O)[nH]c3c2)cc1 | -1 | 10 | 87 | 0.4 | -9 | 5 | -9 | 0.8 | 88
O=C1c2cccc3c([N+](=O)[O-])ccc(c23)C(=O)N1c1nccs1 | 97* | 2 | 91 | -1.4 | -9 | 0 | 4 | -2.1 | 93
COc1ccccc1NC(=S)N(C(C)C)C(C)c1ccccn1 (configuration not stated) | 2 | -14 | 96 | 0.4 | -4 | 2 | -2 | 0.9 | 101
C#CCSC1=C(C#N)C(c2cccs2)C(C(=O)OCC)=C(C)N1 (configuration not stated) | -30 | 16 | 80 | -0.7 | -11 | -5 | 0 | -1.5 | 91
COc1cc(NC(=O)C2CCCN(c3ncccn3)C2)cc(OC)c1 (configuration not stated) | -30 | -94 | 86 | -0.5 | -1 | -4 | -11 | -0.3 | 63*[inhibitor]
COc1cccc(/C=N/n2c(=S)n(C)c3cc(C)c(C)cc32)c1OC | 8 | -1 | 96 | -1.0 | -8 | -5 | -1 | 0.0 | 95
COCCCNC(=O)CSC1=Nc2ccccc2C2=NC(CC(=O)NCc3ccccc3)C(=O)N12 (configuration not stated) | 40 | 2 | 74 | 0.6 | -8 | 0 | -5 | -0.2 | 59
COc1ccc(C(=O)Nc2nnc(SCC(=O)Nc3ccc(NC(C)=O)cc3)s2)c(OC)c1 | 37 | 9 | 106 | 0.4 | 5 | 2 | -2 | -1.1 | 98
CN(c1ccc(C(=O)Nc2cccc(O)c2)cc1)S(=O)(=O)c1ccccc1 | 41 | 10 | 103 | 7.8 | 2 | 1 | -14 | 2.4 | 103
Cc1ccc(NC(=O)c2ccncc2)cc1[N+](=O)[O-] | 8 | 19 | 105 | 0.4 | 0 | -2 | -1 | -1.9 | 152*
COc1ccccc1CCNC(=O)C(=O)NCC1OCCCN1S(=O)(=O)c1cc(C)ccc1C (configuration not stated) | 17 | 2 | 113 | 4.3 | 7 | -3 | -6 | 3.0 | 109
Cc1ccc(C)c(C(=O)CSc2n[nH]c(C(C)C)n2)c1 | 31 | 2 | 97 | -0.1 | -1 | 1 | -10 | -1.6 | 94
Cc1ccccc1C(=O)NCCNc1ccc([N+](=O)[O-])cc1 | 23 | -5 | 103 | 2.4 | 1 | -8 | -2 | 3.2 | 102
c1ccc(CN2CCCC3(CCCN(Cc4nc(COc5ccccc5)no4)C3)C2)cc1 (configuration not stated) | 30 | 14 | 114 | -0.7 | 3 | -2 | 3 | -2.5 | 110
O=C(c1cccc(NC2=NC3CS(=O)(=O)CC3S2)c1)N1CCN(c2ncccn2)CC1 (configuration not stated) | 18 | 6 | 99 | -0.2 | 1 | · | -5 | 0.6 | 103
O=C(NCc1ccco1)c1ccc(N2CCCCC2)c([N+](=O)[O-])c1 | -4 | 46 | 101 | -0.8 | -1 | 7 | -7 | -2.3 | 105
CCCCc1cc(=O)oc2cc(OC3CCCCC3=O)ccc12 (configuration not stated) | -29 | 6 | 99 | 0.1 | 1 | -7 | 5 | -0.6 | 105
Cc1occc1C(=O)NCCc1ccc(Cl)cc1 | 4 | -6 | 106 | -1.3 | 12 | -7 | -6 | -0.7 | 106
COC(=O)C1=C(C)N(c2ccc(C)cc2)/C(=C/c2ccc(O)cc2)C1=O | 28 | 4 | 101 | 1.2 | -4 | -3 | -9 | -2.0 | 100
